AmpC inh det = inhibitors of E. coli AmpC beta-lactamase with detergent; AID 584; Potency, µM (highest dose often 28.7 µM), inactives show top-dose activity change, negative = inhibition; purified AmpC, nitrocefin hydrolysis with detergent; 0.09% of 71,000 active; active = well fitted curve in the direction sought with a large enough effect
Target sequence (P00811 whole entry, looked up): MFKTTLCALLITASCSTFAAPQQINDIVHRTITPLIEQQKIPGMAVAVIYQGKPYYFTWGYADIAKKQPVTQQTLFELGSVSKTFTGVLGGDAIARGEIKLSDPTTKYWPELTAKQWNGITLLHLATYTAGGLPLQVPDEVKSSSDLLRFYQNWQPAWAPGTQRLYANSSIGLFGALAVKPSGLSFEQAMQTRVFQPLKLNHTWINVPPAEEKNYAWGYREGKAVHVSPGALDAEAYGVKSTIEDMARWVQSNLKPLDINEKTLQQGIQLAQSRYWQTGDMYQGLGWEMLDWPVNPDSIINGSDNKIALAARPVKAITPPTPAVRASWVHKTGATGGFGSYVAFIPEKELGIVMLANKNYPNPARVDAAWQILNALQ
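E. coli AmpC (5.3 nM) in 20 mM phosphate pH 7.0 with 0.01% Triton X-100, preincubated 15 min RT with compound; nitrocefin (2 uL of 800 uM stock) hydrolysis followed by 480 nm absorbance every 20 s over 4 min.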
* hit, by the source's call; & = joins results of further samples; [ ] = remark or other dose. % is set by controls: 0 for no effect and ±100 for the full control effect; potency is the fitted concentration of half-maximal effect. This is a subset; the hit share may differ from the screen's.

SMILES | AmpC inh det
COc1cc2c(cc1OC)-c1nncn1C(C)(C)C2 | 14%
CCOC(=O)C1C2C=CC3(CN(Cc4ccco4)C(=O)C13)O2 (stereo not drawn) | 2%
CC(=O)c1c(C)[nH]c(C(=O)Nc2c(C)n(C)n(-c3ccccc3)c2=O)c1C | -3%
CN1CCCN(C)C1c1cc([N+](=O)[O-])ccc1O | -7%[5.75 µM]
O=C(COC(=O)c1cnccn1)c1ccc(Br)cc1 | 7%
CN(Cc1ccco1)c1ncncc1-c1ccoc1 | 9%
O=S(=O)(c1cccc(-c2csc(-c3cccnc3)n2)c1)N1CCCCC1 | -3%
COc1ccc(OC)c(C2C(C(C)=O)=C(O)C(=O)N2c2ccc(F)cc2)c1 (stereo not drawn) | -2%
CCOc1ccc2cc(S(=O)(=O)N3CCOCC3)ccc2c1 | -3%
CCn1nnc(-c2ccccc2NC(=O)c2cc(OC)c(OC)c(OC)c2)n1 | -5%
COC(=O)C1=C(C(=O)c2ccccc2)C(c2cccs2)n2nnnc2N1 (stereo not drawn) | -2%
Cc1ccc2[nH]c(C)c(CN(C)C3CCN(C)CC3)c(=O)c2c1 | 14%
O=C(Nc1ccc2c(c1)OCCO2)c1ccc(Cl)c(S(=O)(=O)N2CCOCC2)c1 | 0%
CC(O)(C#CCN1CCCC1)c1ccccc1 (stereo not drawn) | 7%
Cc1cnc(CNc2ncnc3ccc(-c4ccc(N(C)C)cc4)cc23)cn1 | 12%
COC(=O)NC1CSCC1OC(=O)c1ccc(Br)cc1 (stereo not drawn) | -6%
COc1ccc(CN2CC(C(=O)NCCCN3CCCCCC3)CC2=O)cc1 (stereo not drawn) | 5%
CCn1c(N)c(C(N)=O)sc1=S | -3%
COc1ccc(CNc2ncncc2-c2ccc3c(c2)OCO3)c(OC)c1 | 9%
Cc1ccc2nc(C)c(C)nc2c1N | -2%
O=C1c2ccccc2C(=O)N1CCCc1nc(-c2ccc(Cl)cc2)no1 | 10%
CSc1oc(-c2ccc(F)cc2)nc1S(=O)(=O)c1ccccc1 | -3%
COc1ccccc1N1CCN(C(=O)c2cc(-c3cccs3)on2)CC1 | 18%
O=C(CSC1=NCCS1)N1CCN(c2ccccc2)CC1 | -3%
N#Cc1cccc(NC(=O)N2CC[C@@]3(CCCN(C(=O)c4csnn4)C3)C2)c1 | 2%
Cc1ccc(C(=O)N2CCN(C)CC2)cc1S(=O)(=O)N1CCCCC1 | -3%
NC(=O)c1ccccc1-c1nc(-n2ccnc2)c2ccccc2n1 | 8%
O=C(O)CCC(=O)N(Cc1cccs1)Cc1cccs1 | 8%
CCCC[C@@H]1C[C@H]1C(NC(=O)c1ccco1)c1ccc(C(=O)OC)cc1 (stereo partly drawn) | -2%
CCN1CCN(Cc2ccc(OC)c(OCc3ccccc3)c2)CC1 | 2%
COc1ccc(NC(=O)N2CCC(O)(c3cccnc3)CC2)c(OC)c1 | -6%
O=C(O)CCCc1ccc2ccccc2c1 | -4%[5.75 µM]
CCN(CCCNC(=O)C1CCN(S(=O)(=O)c2cccc3nonc23)CC1)Cc1ccccc1 | 8%
CC1(C)C(C(=O)NCc2ccco2)C1(C)C | -1%
C=C(Cl)CCl | -2%
Cc1ccc2nc(-c3ccccc3Cl)cc(C(=O)Nc3cc(C)on3)c2c1 | -4%
O=c1cc(N2CCCC2)[nH]c(=O)n1-c1ccc(Cl)cc1 | -3%
Cc1cnc(CNc2ccnc(-c3c(C)noc3C)n2)cn1 | 7%
C=CCN=C(NC#N)SCC(=O)NC(C)(C)C | 0%
O=C(c1cccc(F)c1)N1CCC2(CCN(Cc3cc(C(F)(F)F)cc(C(F)(F)F)c3)CC2)CC1 | 1%
O=C(O)C(Oc1ccc2c3c(c(=O)oc2c1)CCC3)c1ccccc1 (stereo not drawn) | -4%
CCCC1=[N+](CC)CCn2c(C)ccc21 | -1%
O=C(Nc1ccncc1)c1cccs1 | 6%
Cc1cc(C)cc(N(CC(=O)NC2CCC(C)CC2)S(=O)(=O)c2c(C)noc2C)c1 (stereo not drawn) | 7%
COc1cc(N)c(Cl)cc1C(=O)OCCCN1CCCCC1 | -3%
N#CCCn1c(=O)c(-c2ccc(Cl)cc2)nc2cnc(OCc3ccccc3)nc21 | 1%
CCOC(=O)c1ccccc1NC(=O)C(C)Oc1ccccc1 (stereo not drawn) | 3%
CC(C)c1c(O)nc(SCc2ccccc2)[nH]c1=O | -1%
CCOC(=O)c1ccc2ncc(C(=O)OCC)c(NCCCN3CCOCC3)c2c1 | -3%
Cc1ccc(Cn2nnc3c(=O)n(CC(=O)NCC4CCCO4)cnc32)cc1 (stereo not drawn) | -5%
CCCN1CCN(CCCNC(=O)Cn2nc(-c3ccccc3)ccc2=O)CC1 | 22%
COc1ccc(C(=O)NCC(=O)NC2=NCCS2)cc1 | 13%
COc1cccc(-c2nnc3n2N=C(c2cccc(Br)c2)CS3)c1 | -3%
COc1ccc(Cl)cc1S(=O)(=O)N1CCN(CC(=O)C(C)(C)C)CC1 | -5%
N=c1c(S(=O)(=O)c2ccc(Cl)cc2)cc2c(=O)n3ccccc3nc2n1CCN1CCOCC1 | -2%
Cc1cc(NC(=O)COC(=O)c2c(C)nn(-c3ccccc3)c2C)no1 | -1%
CCS(=O)(=O)NCCc1csc(C)n1 | -6%
Cc1ccc(C(C)NC(=O)C2CCCO2)cc1C (stereo not drawn) | -3%
CC(=C1C(=O)c2ccccc2C1=O)N1CCN(Cc2ccccc2)CC1 | 19%
CCN(CC)c1cc2nonc2c2nonc12 | 9%

Ordered by count of non-hydrogen atoms (rising): 19 of the compounds above.
SMILES | AmpC inh det
C=C(Cl)CCl | -2%
CCS(=O)(=O)NCCc1csc(C)n1 | -6%
CCCC1=[N+](CC)CCn2c(C)ccc21 | -1%
CC1(C)C(C(=O)NCc2ccco2)C1(C)C | -1%
CCN(CC)c1cc2nonc2c2nonc12 | 9%
Cc1ccc(C(C)NC(=O)C2CCCO2)cc1C (stereo not drawn) | -3%
CC(C)c1c(O)nc(SCc2ccccc2)[nH]c1=O | -1%
COc1ccc(C(=O)NCC(=O)NC2=NCCS2)cc1 | 13%
Cc1cnc(CNc2ccnc(-c3c(C)noc3C)n2)cn1 | 7%
CCOC(=O)c1ccccc1NC(=O)C(C)Oc1ccccc1 (stereo not drawn) | 3%
COc1cccc(-c2nnc3n2N=C(c2cccc(Br)c2)CS3)c1 | -3%
O=C(O)C(Oc1ccc2c3c(c(=O)oc2c1)CCC3)c1ccccc1 (stereo not drawn) | -4%
CC(=C1C(=O)c2ccccc2C1=O)N1CCN(Cc2ccccc2)CC1 | 19%
Cc1ccc2nc(-c3ccccc3Cl)cc(C(=O)Nc3cc(C)on3)c2c1 | -4%
Cc1ccc(Cn2nnc3c(=O)n(CC(=O)NCC4CCCO4)cnc32)cc1 (stereo not drawn) | -5%
CCCN1CCN(CCCNC(=O)Cn2nc(-c3ccccc3)ccc2=O)CC1 | 22%
Cc1cc(C)cc(N(CC(=O)NC2CCC(C)CC2)S(=O)(=O)c2c(C)noc2C)c1 (stereo not drawn) | 7%
N=c1c(S(=O)(=O)c2ccc(Cl)cc2)cc2c(=O)n3ccccc3nc2n1CCN1CCOCC1 | -2%
O=C(c1cccc(F)c1)N1CCC2(CCN(Cc3cc(C(F)(F)F)cc(C(F)(F)F)c3)CC2)CC1 | 1%

Remaining list, next part
SMILES | AmpC inh det
CCCCCn1c(CNC(=O)c2cccs2)nc2ccccc21 | -7%
CC(C)OCCCNC(=O)c1c(N)n(/N=C/c2ccccn2)c2nc3ccccc3nc12 | 1%
CCC(C)(NC(=O)CNC(C)=O)C(=O)NC1CCCCC1 (stereo not drawn) | -5%
Clc1cc(Br)ccc1OCCOCCN1CCOCC1 | 7%
O=C(CSc1nnc(-c2ccco2)n1-c1ccccc1)N1CCc2ccccc21 | -3%
O=C(NCc1ccco1)c1cccc(NC(=O)c2ccccc2)c1 | -3%
CN(C)CCN1C(=O)c2oc3ccccc3c(=O)c2C1c1ccccc1 (stereo not drawn) | -3%
CC(=O)Nc1c(C(=O)c2ccccc2)oc2ccccc12 | 6%
NC(=O)NC(=O)COC(=O)c1ccccc1Oc1ccccc1 | -6%
COc1ccccc1-c1cncnc1NCc1cccnc1 | 10%
C=CCn1cc(C(=O)NCCCOC)c(=O)c2cc(S(=O)(=O)N(CC)CC)ccc21 | -4%
C=CCn1c(=S)[nH]c2ccc(Br)cc2c1=O | -5%
COc1ccc(Cl)cc1C(=O)NCC(c1ccco1)N1CCCC1 (stereo not drawn) | -1%
COC(=O)C(C#N)c1nc2ccccc2nc1N1CCCC1 (stereo not drawn) | -4%
CC(=O)c1c(C)[nH]c(C(=O)CSc2nnc(-c3ccco3)n2Cc2ccccc2)c1C | -5%
CN1CCN(Cc2nc3c([nH]2)c(=O)[nH]c(=O)n3C)CC1 | -1%
O=C(OCCCN1C(=O)c2ccccc2C1=O)c1ccco1 | 1%
O=C(CCC(=O)N1CCC2(CC1)OCCO2)Nc1nnc(C(F)(F)F)s1 | -3%
COCCNc1nc(-c2ccc(N(C)C)cc2)nc2ccccc12 | 8%
O=C(NCc1ccccc1Cl)C1CCN(S(=O)(=O)N2CCCCCC2)CC1 | -1%
CCCC(CCC)C(=O)NCCN1CCOCC1 | -2%
FC(F)(F)c1nnc2ccc(-n3ccnc3)nn12 | 10%
CC(NC(=O)c1ccc(N(C)C)cc1)C(c1cccs1)N1CCN(C)CC1 (stereo not drawn) | 7%
COc1cc(C#N)ccc1OCC(=O)c1ccc2c(c1)OCCO2 | -2%
O=C(O)c1cc(=O)cc(C(=O)O)[nH]1 | 9%&-2%
Cc1ccc2nc(-c3ccc(NC(=O)c4ccc(N)cc4)c(S(=O)(=O)O)c3)sc2c1 | -5%[5.75 µM]
c1ccc(Cn2nnnc2C(c2cccs2)N2CCOCC2)cc1 (stereo not drawn) | -4%
Cc1ccc(S(=O)(=O)N2CCCC(C(=O)N(Cc3cccs3)C3CC3)C2)cc1 (stereo not drawn) | -4%
CCNc1ncc2nc(-c3cccs3)c(=O)n(-c3ccc(OC)cc3)c2n1 | 1%
CCCn1c(C)nc2c(NCCCN3CCCCC3C)nc(C)nc21 (stereo not drawn) | 14%
Cc1cccc(C)c1NC(=O)CSc1nnc([C@H](C)NC(=O)OC(C)(C)C)o1 | -2%
CCOC(=O)N1CCN(C(=O)CSc2nnc(Cc3ccccc3)o2)CC1 | 9%
Cn1c(N)c(S(=O)(=O)c2ccc(Br)cc2)c2nc3ccccc3nc21 | -2%
Brc1cccc(-c2n[nH]c(-c3ccccc3)n2)c1 | -4%
COC(=O)CSC1=C(C#N)C(c2ccc(Cl)cc2)C(C(=O)OC)C(=O)N1 (stereo not drawn) | -4%
Cn1c(=O)c2c(nc(SCc3cccnc3)n2Cc2ccc(F)cc2)n(C)c1=O | -3%

Reprinted at random: five compounds from above.
SMILES | AmpC inh det
O=c1cc(N2CCCC2)[nH]c(=O)n1-c1ccc(Cl)cc1 | -3%
CN1CCCN(C)C1c1cc([N+](=O)[O-])ccc1O | -7%[5.75 µM]
COC(=O)NC1CSCC1OC(=O)c1ccc(Br)cc1 (stereo not drawn) | -6%
COc1ccccc1N1CCN(C(=O)c2cc(-c3cccs3)on2)CC1 | 18%
CC(NC(=O)c1ccc(N(C)C)cc1)C(c1cccs1)N1CCN(C)CC1 (stereo not drawn) | 7%

The list goes on:
SMILES | AmpC inh det
CC(c1ccccc1)n1cc(C(=O)NCc2ccncc2)nn1 (stereo not drawn) | -1%
CC(C)(C)N1CC(COc2ccccc2)OC1=O (stereo not drawn) | -3%
NCCC(=O)O | -1%
Cc1nonc1-c1nc(-c2nonc2N)n[nH]1 | -2%
NC[C@H](CS(=O)(=O)O)c1ccc(Cl)cc1 | -1%
CCOc1ccc(C2C(C#N)=C(N)Oc3nc[nH]c(=O)c32)cc1OC (stereo not drawn) | 12%
C[C@]12CC[C@H]3c4ccc(O)cc4CC[C@@H]3[C@H]1CC[C@@H]2OC(=O)CCc1ccccc1 | -2%[5.75 µM]
O=C(CCn1c(=O)oc2ccccc21)NCCCN1CCCC1=O | 12%
Cn1c(=O)cc(OCCCC(=O)NCc2ccccn2)c2ccccc21 | -6%
C1CCc2c(nc3nnnn3c2N2CCOCC2)C1 | 2%
Cc1ccc(CO)cc1 | 6%
O=C(COc1ccc2ccccc2c1)N1CCN(c2ccccc2O)CC1 | -3%
NC(=O)C1(N2CCCCC2)CCN(Cc2ccccc2)CC1 | -3%
C[C@]12CCC(=O)C=C1CC[C@@H]1[C@@H]2CC[C@]2(C)C(=O)CC[C@@H]12 | 7%&31%
CN(C)C(=O)Cn1c(=O)n(C)c2ccccc21 | -6%
CCOCCCn1c(=S)[nH]c2ncccc2c1=O | 2%
O=C(CN1C(=O)c2ccccc2S1(=O)=O)Nc1cccnc1 | -1%
COC(=O)c1cc(=O)nc2sc3ccccc3n12 | -3%
COC(=O)C1(CCSC)NC(c2ccco2)C2C(=O)N(C)C(=O)C21 (stereo not drawn) | 0%
CC(=O)Nc1ccc(S(=O)(=O)NC(CC(=O)O)c2ccc(OC(C)C)cc2)cc1 (stereo not drawn) | -2%
O=C(CSc1nnc2sc3ccccc3n12)c1ccco1 | -5%
Cc1cccc(NC(=O)C2CCCN(c3nc(C)cc(C)n3)C2)c1 (stereo not drawn) | 0%
Cn1nc(OCC(N)=O)ccc1=O | -5%
COc1ccc(S(=O)(=O)NCCC(=O)NC2CCCCCCC2)cc1 | -1%
O=C(Nc1nsc(-c2ccccc2)n1)c1ccncc1 | -7%
CCOC(=O)c1cn(CC)c2cc(N3CCOCC3)c(F)cc2c1=O | 0%
O=C(CCc1nc2ccccc2[nH]1)NCc1ccc2c(c1)OCO2 | 11%
CCC(C)c1ccc2oc(-c3ccc(NC(=O)Cn4cnc5c(=O)n(C)c(=O)n(C)c54)cc3)nc2c1 (stereo not drawn) | -3%
Cc1nnc(SCC(=O)N2CCOCC2)s1 | -5%
Cc1cc(OCc2nn[nH]n2)c2c3c(c(=O)oc2c1)CCCC3 | -4%
Cn1c(=O)n(C)c2cc(S(=O)(=O)NCc3ccccc3)ccc21 | -5%
O=C(NCc1nc2ncc(Br)cc2[nH]1)c1ccccc1 | 0%
COc1cc(C(N)=O)ccc1OCc1ccccc1 | -5%

High-throughput results from PubChem BioAssay.
